From PubChem
CXCR6 inh: CXCR6 receptor inhibitors, primary screen, cell-based, beta-arrestin, luminescence, CHO-K1 PathHunter, 1536-well. C-X-C chemokine receptor type 6 (Homo sapiens), O00574. actives 0.36% (n = 360,000). inhibition, % at 20 µM; in the data active means inhibition above about 34%, passing the limit was not always enough;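 further: antagonist mode with CXCL16 agonist at 10 nM final; 0% = 10 nM CXCL16 with DMSO and 100% = unstimulated wells without agonist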
Target sequence (O00574 whole entry, looked up): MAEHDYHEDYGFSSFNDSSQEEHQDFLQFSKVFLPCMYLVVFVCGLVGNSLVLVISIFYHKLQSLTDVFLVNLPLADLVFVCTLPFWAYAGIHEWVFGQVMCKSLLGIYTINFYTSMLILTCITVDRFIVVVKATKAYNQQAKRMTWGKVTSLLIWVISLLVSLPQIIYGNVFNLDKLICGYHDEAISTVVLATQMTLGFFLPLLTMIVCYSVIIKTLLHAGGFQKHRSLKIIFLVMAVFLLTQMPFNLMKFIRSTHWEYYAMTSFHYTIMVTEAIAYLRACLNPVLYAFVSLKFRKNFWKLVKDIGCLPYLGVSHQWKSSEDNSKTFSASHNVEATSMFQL
EBI2 block: EBI2 receptor antagonists, beta-arrestin recruitment, primary screen, cell-based, luminescence, 7a,25-OHC stimulation, uHTS; inhibition, % at 5 µM; AID 651636, 2012; actives 0.81% (n = 360,000); 7a,25-OHC stimulated; G-protein coupled receptor 183 (Homo sapiens), P32249; in the data active means inhibition above about 38%;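 further: enzyme fragment complementation signal reports receptor beta-arrestin coupling in cells; 0% = agonist plus DMSO wells and 100% = wells without agonist; some results beyond the cut were filed as inactive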
Target sequence (P32249 whole entry, looked up, the tested form may be a part): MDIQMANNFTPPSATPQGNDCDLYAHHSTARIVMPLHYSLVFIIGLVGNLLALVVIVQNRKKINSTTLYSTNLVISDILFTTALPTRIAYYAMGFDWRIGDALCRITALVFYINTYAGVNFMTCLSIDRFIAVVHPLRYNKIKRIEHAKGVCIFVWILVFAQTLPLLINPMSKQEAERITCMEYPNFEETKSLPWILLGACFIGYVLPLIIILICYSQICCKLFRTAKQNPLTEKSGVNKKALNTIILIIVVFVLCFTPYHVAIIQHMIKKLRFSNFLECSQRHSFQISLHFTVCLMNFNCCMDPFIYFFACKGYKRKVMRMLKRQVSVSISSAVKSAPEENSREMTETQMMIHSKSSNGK
Active calls of the source: *.

The line under a structure holds: CXCR6 inh | EBI2 block
O=C(/C=C/[C@H]1O[C@@H](n2ccc(=O)[nH]c2=O)[C@H](O)[C@@H]1O)NCCN1CCCC1
  -2 | 2
O=C1NC[C@H](CCCCN2C[C@H](Cc3ccccc3)N(CC3CCCCC3)C(=O)C2=O)N(CCc2ccc(O)cc2)C1=O
  0 | -2
CCOc1ccccc1C(=O)NC(C(=O)OCC(=O)NNC(=O)c1cccs1)C(C)C (configuration not stated)
  3 | -4
Cc1cc(C(=O)N2CCC2(C)C(=O)NS(=O)(=O)c2ccc(F)cc2F)nn1C (configuration not stated)
  -4 | -6
CCOC(=O)C1CCCN(C(=O)c2ccc(F)c(Cl)c2)CC1 (configuration not stated)
  1 | -2
CCCc1nc2ccc(Cl)cn2c1Cc1cccc(Cl)c1
  12 | 14
O=C(CN1C(=O)c2ccccc2C1=O)NC1CCS(=O)(=O)C1 (configuration not stated)
  0 | 0
CCCS(=O)(=O)NC(=O)C1(C)CCCN(C(=O)c2cccc(C)c2C)C1 (configuration not stated)
  5 | 6
CCCNC(=O)C1(C)CCN(C(=O)c2ccccc2F)C1 (configuration not stated)
  2 | -8
O=C(COc1ccc(S(=O)(=O)N2CCOCC2)cc1Cl)NCc1ccc2c(c1)OCO2
  -3 | -6
CCCN(CC(=O)Nc1ccccc1C)C(=O)C1CCN(S(=O)(=O)c2ccc(C)c(C)c2)CC1
  -4 | 5
Cc1ccc(C)c(CC(=O)N2CCCCC2c2cc(C(=O)Nc3ccc(F)c(Cl)c3)no2)c1 (configuration not stated)
  10 | 13
CC(C)n1c(=O)c2ccccc2n1Cc1cn(Cc2ccccc2)nn1
  4 | 0
O=C1[C@H]2[C@@H](c3ccc(C(F)(F)F)cc3)N[C@]3(CCCN(Cc4ccccc4)C3=O)[C@H]2C(=O)N1Cc1ccccc1
  -1 | 1
COc1ccc(S(=O)(=O)N2CCC(C(=O)N[C@@H](C)C(=O)NCc3cccnc3)CC2)cc1
  2 | -7
COc1ncnc2c1ncn2CCCN1CCN(c2ncccn2)CC1
  -5 | -5
COc1ccc(Cl)cc1NC(=O)CN(C)C(=O)c1cn(-c2ccccc2)nc1-c1cccs1
  -3 | 8
O=C(Nc1nnc([C@@H]2C[C@H](O)[C@@H](CO)O2)s1)c1cccs1
  0 | -6
COc1ccc(-c2csc(C(O)c3cccc(Cl)c3)n2)cn1 (configuration not stated)
  -9 | -8
Cc1ccccc1-c1cnc(C(O)c2ccc(F)cc2)[nH]1 (configuration not stated)
  -7 | -8
CC(C)C[C@H]1CN(CCCC[C@H]2CNC(=O)C(=O)N2Cc2ccccc2)C(=O)C(=O)N1CC1CCCCC1
  -6 | -9
COc1ccc(-c2cccc(N3CCN(c4ccccn4)CC3)n2)cc1OC
  4 | -2
O=C(COC(=O)/C=C/c1ccc2ccccc2n1)NNC(=O)c1ccccc1
  3 | 3
COc1cc(OC)nc(Nc2nc(C(N)Cc3ccc(F)cc3)cs2)n1 (configuration not stated)
  -14 | 1
COc1cccc(CNc2nc3cc(-c4ccc(C)cc4)sc3c(=O)n2C)c1OC
  2 | 3
Cc1ccc(CN2CCC[C@]3(N[C@H](c4ccc(C(F)(F)F)cc4)[C@@H]4C(=O)N(C)C(=O)[C@@H]43)C2=O)cc1
  4 | 4
Cc1ccc2nc3n(c(=O)c2c1)-c1cc2ccccc2cc1C(=O)NC3Cc1ccccc1 (configuration not stated)
  8 | 54*
CN1CCN(c2ccc(CNC(=O)c3cccc4c(-c5ccc(F)c(F)c5)coc34)cc2)CC1
  -1 | 1
CN(Cc1ccc(Cl)cc1Cl)C(=O)Cc1ccc(S(=O)(=O)N2CCOCC2)s1
  -3 | 20
CC(O)(c1ccc(F)c(F)c1)c1nc(-c2cc3ccccc3o2)cs1 (configuration not stated)
  -4 | 1

2 entries from above, set out differently.
O=C(COC(=O)/C=C/c1ccc2ccccc2n1)NNC(=O)c1ccccc1
  CXCR6 inh = 3	EBI2 block = 3

CCOc1ccccc1C(=O)NC(C(=O)OCC(=O)NNC(=O)c1cccs1)C(C)C (configuration not stated)
  CXCR6 inh = 3	EBI2 block = -4

(listing goes on)
The line under a structure holds: CXCR6 inh | EBI2 block
Cc1nc(NC(=O)C(C)(C)C)sc1-c1csc(N)n1
  -5 | -5
CSc1ccccc1-c1cnc2cccnn12
  4 | -8
CCCNC(=O)c1cc(C2CCCCN2S(=O)(=O)c2ccc(C#N)cc2)on1 (configuration not stated)
  -1 | 7
O=C(COC(=O)c1ccc(S(=O)(=O)N2CCCCC2)cc1)NC1CCCCC1
  4 | -4
C[C@@H]1CN([C@@H](C)CO)C(=O)c2cc(Br)cnc2O[C@H]1CN(C)Cc1ccccc1C(=O)O
  -5 | -4
Cc1ccc(-c2nc3ccc(C)cn3c2CC2CCCCC2)cc1
  5 | 0
C[C@H]1CN([C@@H](C)CO)C(=O)CCCn2cc(nn2)CO[C@@H]1CN(C)S(=O)(=O)c1cccc(F)c1
  0 | -3
O=C(OCc1ccccc1)c1c(-c2ccccc2)oc2c1C(OCCO)CCC2 (configuration not stated)
  16 | 5
CCOC(=O)C1(C)CCCN(C(=O)c2ccc(-c3ccccc3)cc2)C1 (configuration not stated)
  -8 | 4
NS(=O)(=O)c1ccc(CCNc2ccn3nc(-c4cccc(C(F)(F)F)c4)cc3n2)cc1
  -24 | 28
COc1ccc(NC(=O)C2(C)CCN2Cc2ccccc2OC(F)F)cc1OC (configuration not stated)
  -3 | 3
O=C(NC(=S)Nc1cccc(O)c1)C12CC3CC(CC(C3)C1)C2
  5 | -20
O=C(Nc1oc2ccccc2c(=O)c1-c1ccccc1)c1ccco1
  2 | 3
CCN(CC)C(=O)C1=C(C)N(Cc2ccccc2)C(=O)C(CC(=O)NCc2cccc3ccccc23)C1 (configuration not stated)
  5 | 9
CCOC(=O)C1=CCN(S(=O)(=O)c2ccccc2C)C1c1ccccc1 (configuration not stated)
  0 | 11

Random excerpt: 6 entries already listed, in no set order.
The line under a structure holds: CXCR6 inh | EBI2 block
Cc1nc(NC(=O)C(C)(C)C)sc1-c1csc(N)n1
  -5 | -5
CCN(CC)C(=O)C1=C(C)N(Cc2ccccc2)C(=O)C(CC(=O)NCc2cccc3ccccc23)C1 (configuration not stated)
  5 | 9
NS(=O)(=O)c1ccc(CCNc2ccn3nc(-c4cccc(C(F)(F)F)c4)cc3n2)cc1
  -24 | 28
Cc1ccc(-c2nc3ccc(C)cn3c2CC2CCCCC2)cc1
  5 | 0
C[C@H]1CN([C@@H](C)CO)C(=O)CCCn2cc(nn2)CO[C@@H]1CN(C)S(=O)(=O)c1cccc(F)c1
  0 | -3
CCCNC(=O)c1cc(C2CCCCN2S(=O)(=O)c2ccc(C#N)cc2)on1 (configuration not stated)
  -1 | 7

Additional structures
The line under a structure holds: CXCR6 inh | EBI2 block
Cn1c(=O)c2cc(NC(=O)NCc3ccccc3)ccc2n1Cc1ccc(Cl)cc1
  -10 | -2
CCOc1ccccc1C(=O)NCC(=O)NNC(=O)c1csc(N2CCOCC2)n1
  3 | -3
CCCC1NC(=O)c2cccnc2-n2c1nc1cc(F)c(F)cc1c2=O (configuration not stated)
  2 | 1
CCCN(CC(=O)Nc1ccccc1C)C(=O)c1cc2ccccc2oc1=O
  -9 | -12
O=S1(=O)CC(N2CCSCC2)CN1Cc1cn(Cc2ccc(F)cc2)nn1 (configuration not stated)
  3 | -10
CC1(c2ccc(Cl)cc2)NC(=O)N(CC(=O)N2CCN(C(=O)c3cccs3)CC2)C1=O (configuration not stated)
  -5 | -9
CCC(=O)N1CCC(C)(C(=O)Nc2cc(OC)c(OC)c(OC)c2)C1 (configuration not stated)
  -1 | -9
O=C(NC1CC1)c1ccccc1
  1 | -5
C=CCNc1ncnc2c1ncn2[C@H]1CN(Cc2cccs2)C[C@@H](CO)O1
  -5 | 1
O=C(OCc1ccccc1)N1C=CCC[C@@H]1c1c(Cl)cccc1Br
  3 | 26
COc1ccc(-c2csc(C(O)c3ccccc3)n2)cn1 (configuration not stated)
  -5 | -5
COc1ccc(OC)c(CN2C(=O)c3ccccc3C2c2nnnn2-c2ccc3c(c2)OCCO3)c1 (configuration not stated)
  -1 | 6
CN(Cc1ccccc1)C(=O)c1[nH]cnc1C(=O)Nc1ccccc1F
  -3 | 3
COc1ccc(NC(=O)C[C@H]2C(=O)N(c3ccccc3)C[C@@H]2C)cc1
  0 | 0
O=C(NCc1cccnc1)c1ccc2sc([C@@H]3O[C@H](CO)[C@H](O)[C@H](O)[C@H]3O)nc2c1
  7 | 0

Continued.
Molecule	CXCR6 inh	EBI2 block
CC(=O)N1CCc2c(sc(NC(=O)c3ccc([N+](=O)[O-])o3)c2C(N)=O)C1	24	7
COc1ccc(OC)c(C(O)c2ncc(-c3ccccc3OC)[nH]2)c1 (configuration not stated)	-6	-3
C(=C\c1ccccc1)/CN1CCN(C(CCc2ccccc2)c2nnnn2-c2ccc3c(c2)OCCO3)CC1 (configuration not stated)	8	28
CCOC(=O)C1C(C(=O)OCC)C(C)(C)C1N(C)C (configuration not stated)	-13	-13
O=C1O[C@@H](c2ccccc2)C[C@@H](O)C(=O)CCc2ccccc21	-4	4
COc1ccc(S(=O)(=O)Nc2ccc3c(c2)C(=O)N([C@H](C)CO)C[C@H](C)[C@@H](CN(C)C(=O)Nc2c(C)noc2C)OCCCC[C@H](C)O3)cc1	31	-3
O=C(NCC(c1ccco1)N1CCCC1)c1cccc(S(=O)(=O)N2CCCCC2)c1 (configuration not stated)	3	0
C=C1C[C@@H]2C[C@@H]2CN(S(=O)(=O)c2ccc(C)cc2)[C@@H]1c1ccco1	-4	1
C[C@H]1CN([C@@H](C)CO)C(=O)CCCn2cc(nn2)CO[C@@H]1CN(C)C(=O)Nc1ccc(N2CCN(C)CC2)cc1	15	-3
O=C(NC(c1ccccc1)c1cnccn1)C1CCN(CCCOc2ccccc2)CC1 (configuration not stated)	1	-8
O=C(C[C@@H]1C[C@H]2c3cc(NC(=O)c4cccnc4)ccc3O[C@H]2[C@H](CO)O1)NCc1ccc(Oc2ccccc2)cc1	-4	-2
CCc1nc2ccc(C(=O)N(CC)CCN(C)C)cn2c1N(C)Cc1ccc(OC)cc1	-1	2
O=C(Nc1ccc2c(c1)OCO2)C1Cc2c(-c3ccc(Cl)cc3)ccnc2O1 (configuration not stated)	-2	0
Cc1cccc(C)c1C(O)c1ncc(-c2ccc(F)cc2)[nH]1 (configuration not stated)	4	-9
Cc1cc(C2=CC(=O)C[C@H](c3ccc(F)cc3)C2)ccc1F	-8	49*
O=C(Nc1ccc(Oc2ccccc2)cc1)c1csc(COCCO)n1	-5	5
O=C(Nc1ccn(CCCNCC2CCCCC2)c(=O)n1)OCc1ccccc1	5	-5
COc1ccc(NC(=O)c2ccc3nc(C)c(N(C)C(=O)CCc4ccccc4)n3c2)cc1OC	4	-5
CC(C)(C)c1ccc(CC(=O)N2CCC2(C)C(=O)NS(=O)(=O)c2cccs2)cc1 (configuration not stated)	0	-4
Cc1ccc(S(=O)(=O)NC(=O)C2(C)CCN2C(=O)CC2CCCCC2)nc1 (configuration not stated)	-4	-5
CS(=O)(=O)c1ccc(Nc2nc(C(N)COCc3ccccc3)cs2)cc1 (configuration not stated)	4	-10
COc1cccc(CN(C)C[C@@H]2OCc3cnnn3CCCC(=O)N([C@H](C)CO)C[C@H]2C)c1	-1	-5
O=C1NC[C@H](Cc2ccc(O)cc2)N(C[C@@H]2CCCN2C[C@H](Cc2ccccc2)N2C[C@H](Cc3ccc(O)cc3)N(CC3CCCCCC3)C(=O)C2=O)C1=O	0	-9
Cn1[nH]c2c(c1=O)[C@H](c1ccc(F)cc1)O[C@H](CCc1ccccc1)C2	1	1
COc1cc(C(O)c2nc(-c3cc(F)cc(F)c3)cs2)ccc1F (configuration not stated)	1	6
CCOC(=O)C1=CCC(c2cccn2C(=O)OC(C)(C)C)N(S(=O)(=O)c2ccc(C)cc2)C1 (configuration not stated)	7	6
COc1cccc(CNc2nc(NCC3CC3)nc3ccsc23)c1OC	-2	6
CCCCOc1ccc(S(=O)(=O)NC(=O)C2(C)CCN2C(=O)Cc2ccccc2Cl)cc1 (configuration not stated)	3	-16
CC(=O)NC(c1ccccc1)c1nc(-c2ccc(S(C)(=O)=O)cc2)cs1 (configuration not stated)	1	-7
CC(C)OC(=O)N(C)C[C@@H]1OCc2cnnn2CCCC(=O)N([C@H](C)CO)C[C@H]1C	0	-3
CN(C)Cc1csc(Nc2ccc(C(=O)c3ccccc3)cc2)n1	-12	-5
CCOC(=O)C1C(=O)CC(=O)C(C(=O)OCC)C1c1ccc(O)cc1 (configuration not stated)	-2	-4
COc1ccc([C@H]2C[C@H](O)[C@@H](n3cc(COC(=O)c4ccccc4)nn3)CN2C(=O)C2CCCCC2)cc1	1	-1
CNc1nc(-c2cccc(C(=O)N(C)C)c2)cn2ccnc12	2	-7
O=C1CC(=O)Nc2ccccc2N1	-3	-12
COc1cccc(CNc2nc3cc(-c4ccccc4)sc3c(=O)n2C)c1	4	8
CCOC(=O)[C@]12CCCC=C1N(Cc1ccc3c(c1)OCO3)C(=O)[C@H](CC(=O)NCc1cccs1)C2	10	-7
COc1ccccc1S(=O)(=O)N(C)C[C@H]1OCc2cn(nn2)CCCC(=O)N([C@@H](C)CO)C[C@@H]1C	0	-1
COc1ccc(NC(=O)c2cc(C3CCCCN3C(=O)c3ccc4c(c3)CCO4)on2)c(C)c1 (configuration not stated)	1	5
CC(C)(C)c1ccc(C(=O)N2[C@H](COCc3ccccc3)C=CS2(=O)=O)cc1	6	4
Clc1ccc2nc(-c3cccc(Br)c3)c(Cc3ccsc3)n2c1	-7	-9
O=C1C(=C(c2ccccc2)N2CCOCC2)Cc2ccccc21	70*	24
Nc1nc2ccccc2n1S(=O)(=O)c1ccc([N+](=O)[O-])cc1	-20	-24

Whole records as entered above. Screens in order: CXCR6 inh	EBI2 block
O=C(NC1CC1)c1ccccc1 as listed: 1	-5
COc1ccc(Cl)cc1NC(=O)CN(C)C(=O)c1cn(-c2ccccc2)nc1-c1cccs1 as listed: -3	8

Only part of the results is shown (hit frequency here may not be typical).
